Screening data as filed in PubChem BioAssay.
NS5 inhibitors = Dengue-2 NS5 methyltransferase inhibitors, primary screen, biochemical, confirmation dose response (AID 588689). Dengue-2 NS5 methyltransferase capping enzyme assay, biochemical; higher % means a stronger effect. inhibition, % at 25 µM, or IC50 in µM where a hit was titrated. hit rate 0.3% among 340,000; in the data active means a potency from the dose series
HIV fusion peptide = cell-free HIV fusion peptide-binding blockers – biochemical, uHTS, fluorescence dequenching, primary screen (AID 1986). inhibition, % at 20 µM; hits with a dose series show IC50 in µM. hit rate 0.3% among 290,000. cell-free peptide binding, fluorescence dequenching, 30 min; higher % means a stronger effect; in the data active means inhibition mostly above about 52%, no sharp cut-off; inactive means mostly below about 76%; further: some results filed as inactive read as strong as hits
NTR1 agonist = NTR1-driven beta-arrestin-GFP spot formation – imaging, U2OS cells, high content, primary screen (AID 493036); P30989; agonist mode; activation, % at 20 µM; hit rate 0.17% among 330,000;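 active means activation at or above 40% of the spot to cytoplasm intensity ratio, with at least 20 cells analyzed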;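 further: 0% = DMSO without peptide and 100% = 100 nM NTR1 peptide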
Target sequence (P30989 whole entry, looked up): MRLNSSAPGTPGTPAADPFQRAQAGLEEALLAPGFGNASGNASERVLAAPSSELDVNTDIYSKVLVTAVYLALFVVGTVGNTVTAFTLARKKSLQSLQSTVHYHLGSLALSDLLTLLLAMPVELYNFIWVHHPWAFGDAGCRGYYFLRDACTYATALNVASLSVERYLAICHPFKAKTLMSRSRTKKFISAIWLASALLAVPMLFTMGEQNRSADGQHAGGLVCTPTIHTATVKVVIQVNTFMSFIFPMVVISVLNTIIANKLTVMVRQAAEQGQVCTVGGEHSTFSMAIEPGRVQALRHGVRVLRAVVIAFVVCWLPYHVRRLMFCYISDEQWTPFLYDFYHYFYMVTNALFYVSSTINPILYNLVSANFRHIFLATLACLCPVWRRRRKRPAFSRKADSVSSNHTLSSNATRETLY
GPR35 antagonists = inhibition of zaprinast-stimulated GPR35 beta-arrestin translocation – imaging, U2OS, beta-arrestin-GFP, zaprinast agonist, primary screen (AID 2058). U2OS GPR35 beta-arrestin-GFP translocation imaging, zaprinast antagonism; higher % means a stronger effect. one-dose inhibition, % at 10 µM; IC50 in µM for titrated hits. hit rate 0.052% among 290,000;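 active means inhibition of at least 50% with at least 30 cells and total cytoplasm GFP at most 10,000,000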
GPR55 beta-arrestin = GPR55 agonists via beta-arrestin recruitment, primary screen, imaging, U2OS cells, beta-arrestin-GFP redistribution (AID 1961); U2OS GPR55 beta-arrestin-GFP redistribution imaging; higher % means a stronger effect; activation, % at 10 µM; hits with a dose series show EC50 in µM; hit rate 0.048% among 290,000;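 active means activation above 40% with more than 50 cells counted in the well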;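 further: U2OS osteosarcoma cells stably expressing GPR55 and beta-arrestin-GFP; plate controls were DMSO negative control for no effect and LPI positive control for full effect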
K1F lysis inhibition = inhibition of K1F phage lysis, E. coli UTI89, bacterial capsule biogenesis inhibitors, alamar blue (AID 488966). E. coli UTI89 K1F phage lysis, alamar blue, 2 h; higher % means a stronger effect. one-dose inhibition, % at 100 µM; IC50 in µM for titrated hits. hit rate 0.02% among 340,000;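 active means phage lysis inhibition, versus mean bacterial control, above a set limit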;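 further: capsule biogenesis inhibitors block K1F phage lysis so surviving cells raise fluorescence; higher fluorescence means more inhibition of phage lysis; actives were called in the ten point dose series up to 300 µM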
SIAH1 antagonists = Siah-1 peptide-binding antagonists, primary screen, biochemical, fluorescence polarization, rhodamine-plectin, uHTS (AID 1817) | hit rate 0.02% among 290,000 | displacement, % at 20 µM, or IC50 in µM where a hit was titrated | Siah-1 / rhodamine-plectin peptide fluorescence polarization; higher % means a stronger effect;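 active means displacement of at least 50% at 20 µM, with a fluorescence ratio check between 0.3 and a set limit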;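 further: plate controls were Siah plus tracer with DMSO for no effect and tracer alone without Siah for full effect; strong numbers were not always called active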
AID2073 = inhibitors of Mint1-CaV2.2 protein interaction, biochemical, HTRF (AID 2073); HTRF protein-protein interaction, Mint1-CaV2.2; higher % means a stronger effect; inhibition, % at 20 µM; hits with a dose series show IC50 in µM; hit rate 0.19% among 290,000; in the data active means inhibition mostly above about 51%, no sharp cut-off; further: some results filed as inactive read as strong as hits
GPR55 LPI antagonism = inhibition of LPI-stimulated GPR55 beta-arrestin translocation – imaging, U2OS, beta-arrestin-GFP, LPI agonist, primary screen (AID 2013). U2OS GPR55 beta-arrestin-GFP translocation imaging, LPI antagonism; higher % means a stronger effect. inhibition, % at 10 µM, or IC50 in µM where a hit was titrated. hit rate 0.13% among 290,000;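 active means spots per cell inhibited over 60%, with over 100 cells counted and total cytoplasm intensity under 500,000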;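 further: U2OS cells stably carrying GPR55 and arrestin-GFP stimulated by 5 µM LPI near EC80; imaged beta-arrestin-GFP aggregate spots per cell after agonist stimulation; plate controls were LPI-stimulated DMSO wells for no effect and DMSO wells without LPI for full effect; some results filed as inactive read as strong as hits; confirmed hits need IC50 under 10 µM and bright autofluorescent wells are also inconclusive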
NTR1 agonist cell count 20 µM = second read-out of NTR1 agonist, no call of its own (marks repeat the call); cell count; measured here: cell count, cytotoxicity flag
An asterisk follows results filed as active; / = no result given; & = joins results of further samples; [ ] = dose if it differs, or a comment.

SMILES | NS5 inhibitors | HIV fusion peptide | NTR1 agonist | NTR1 agonist cell count 20 µM | GPR35 antagonists | GPR55 beta-arrestin | K1F lysis inhibition | SIAH1 antagonists | AID2073 | GPR55 LPI antagonism
COc1ccc(N2CCOCC2)c(NC(=O)c2cccs2)c1 | 5% | 0.6% | 0.0 | 43 | -8% | 0.0% | 0.0%[50 µM] | 2% | 9% | 10%
CCCOc1ccc(C(=O)CCN2CCCCC2)cc1 | 9% | -2.2% | -0.2 | 25 | 8% | -0.2% | -0.1% | 1% | -4% | 16%
COCc1cc(C)[nH]c(=O)c1C#N | 3% | -0.6% | -0.1 | 47 | 2% | -0.2% | -0.1% | 2% | 1% | -23%
COc1ccc(C(=O)N/N=C/c2ccc3cccc(OCc4ccccc4)c3n2)cc1 | -2% | 0.0% | 13 | 69 | -18% | 0.1% | 0.3% | 4% | 31% | 20%
CC(=O)c1cccc(NC(=O)CCn2c(=S)oc3ccccc32)c1 | -3% | 19% | 3.4 | 83 | -2% | 0.0% | 0.2% | 40% | 28% | 9%
Cn1nc(-c2ccccc2)c(CO)c1Oc1cccc(C(F)(F)F)c1 | -5% | 0.4% | -0.1 | 69 | -1% | -0.5% | -0.9% | 9% | -8% | 2%
COC(=O)Cc1ccc(Oc2ncc(C(F)(F)F)cc2Cl)cc1 | 3% | -0.7% | 1.7 | 30 | -4% | 0.3% | 0.1% | -5% | -17% | -5%
CCn1nnnc1NC(=O)c1cc(OC)c(OC)c(OC)c1 | -8% | -0.1% | -1.4 | 60 | 6% | 0.1% | 0.7% | 8% | 2% | -1%
COCCOC(=O)c1c(C)n(C)c2ccc(OC(=O)c3c(OC)cccc3OC)cc12 | -8% | -1.2% | 9.4 | 71 | 14% | 0.3% | -0.1% | -4% | -33% | -5%
CS(=O)(=O)c1cccc(C(=O)N(CCc2ccccc2)Cc2cccs2)c1 | -3% | -0.4% | -0.7 | 44 | 8% | -0.1% | -0.7% | -3% | -1% | -11%
CC(=O)c1ccc(NC(=O)CN2C(=O)/C(=C/C=C/c3ccccc3)SC2=S)cc1 | 1% | 26% | -0.4 | 56 | / | 0.2% | 0.6% | 34% | 37% | 64%
Cc1cc(C)cc(N2C(=O)CC(n3nc(C)cc3C)C2=O)c1 (stereo unspecified) | 0% | 0.1% | -1.8 | 48 | 8% | -0.2% | -0.6% | -4% | 5% | -5%
CCOC(=O)[C@@H]1[C@H]2COc3ccccc3[C@@H]2N2C(=O)N(c3cccc(C)c3)C(=O)[C@]12C | 0% | 0.8% | 4.0 | 54 | -2% | 0.0% | -6.2% | 3% | 7% | -1%
NNC(=O)C1CC1c1ccc(Cl)cc1 (stereo unspecified) | -2% | 0.2% | 1.6 | 58 | -2% | 0.0% | -2.6% | -4% | 2% | 6%
COc1ccc(OCCn2cnc(Cl)c2Cl)cc1 | -6% | 0.4% | 0.3 | 58 | -14% | -0.3% | 0.4% | 12% | 4% | 4%
COc1cc(NC(=O)Cn2ncc(Cl)c(Cl)c2=O)c(C)cc1[N+](=O)[O-] | -8% | 0.2% | / | / | 38% | 1.0% | 0.2% | 2% | 27% | 3.5µM*
Cc1cc(N2C(=O)C(O)=C(C(=O)c3ccco3)C2c2cccc(Oc3ccccc3)c2)no1 (stereo unspecified) | 65µM* | 45% | -0.9 | 62 | -19% | -0.1% | 0.0% | -2% | 22% | -15%
Cc1cc(C)nc(NN2C(=O)/C(=C/c3ccc(O)cc3)SC2=S)n1 | -59% | 22% | -1.1 | 72 | 19% | -0.1% | 1.7% | -1% | -20% | 4%
CCCn1c(CCC(=O)O)nc2cc(S(N)(=O)=O)ccc21 | 0% | 1.3% | -1.1 | 86 | -2% | 1.0% | 0.3% | 1% | 2% | 11%
O=c1ccc2cc(S(=O)(=O)N3CCN(c4ccccc4)CC3)ccc2[nH]1 | -5% | -0.3% | -0.2 | 50 | 5% | 0.0% | -3.4% | 4% | 8% | 13%
CCOc1nc(-c2ccc(OC)cc2)ccc1-c1noc(-c2cc(OC)c(OC)c(OC)c2)n1 | 6% | -0.9% | 2.0 | 53 | 1% | -0.1% | 2.0% | -5% | 45% | 17%
CC1(C)Cc2cccc(OCC(=O)N3CCN(c4ccccc4)CC3)c2O1 | 3% | 5.3% | 1.2 | 76 | 6% | 0.2% | 2.5% | -1% | 14% | 2%
COC(=O)c1nn(-c2ccc(OC)cc2)ccc1=O | 7% | -2.9% | 0.9 | 75 | -7% | -0.1% | 0.1% | 0% | 32% | 3%
CCOC(=O)CCc1c(C)c(C#N)c2nc3ccccc3n2c1-n1cnc2ccccc21 | 7% | 6.3% | 3.4 | 75 | 3% | -0.1% | -0.5% | 4% | 7% | -5%
CCC12CN3CCN(CC(C3)/C1=N\NC(=O)c1ccc(F)cc1)C2 | / | 0.1% | 1.9 | 40 | -5% | -0.1% | 0.4% | 19% | -2% | 2%
CCOc1ccc(C2C(C(=O)c3ccco3)=C(O)C(=O)N2Cc2cccnc2)cc1OC (stereo unspecified) | -7% | -1.5% | -1.1 | 27 | 16% | 0.0% | 1.2% | 4% | -3% | -4%
CN(CCCNC(=O)Cn1cc2c(n1)CCCC2)C1CCCCC1 | -5% | -0.9% | -4.5 | 61 | 2% | 0.3% | 5.2% | 3% | -8% | -5%
COc1ccc(CC(=O)Nc2cc(=O)n(C)c(=O)n2C)cc1OC | -1% | 1.1% | -0.6 | 57 | -4% | -0.2% | 0.2% | 8% | 0% | 5%
OC1C[N+]2(CCCCC2)C1 | -8% | 0.5% | -1.1 | 55 | 15% | -0.1% | 1.8% | 2% | 1% | -5%
CC/C(=N/NC(=O)CNc1ccc(Cl)cc1C)c1ccccc1 | 2% | -1.0% | 0.8 | 84 | -11% | 0.3% | 0.0% | 3% | -2% | 1%
O=C(COc1ccc(Cl)cc1Cl)NCCCNC(=O)c1cnccn1 | -2% | 3.1% | 0.1 | 43 | -2% | 0.0% | 0.1% | 0% | 6% | -3%
COc1cc(OC)cc(C(=O)NC(=S)Nc2cc3oc4ccccc4c3cc2OC)c1 | -5% | -1.7% | 1.7 | 84 | 1% | -0.4% | 1.5% | 1% | -5% | 12%
COc1ccc(-c2cn3cc(C(=O)NN)ccc3n2)cc1 | 4% | -0.5% | 2.7 | 58 | 1% | -0.1% | -3.2% | 6% | 42% | 6%
CCNC(=S)Nc1cc(Cl)ccc1Oc1ccccc1 | -6% | -1.0% | 0.5 | 41 | / | -0.3% | 3.9% | 3% | -7% | -3%
CCN(C(=O)c1cccs1)c1nc(-c2ccc(OC)cc2)cs1 | -1% | -0.7% | 3.9 | 47 | -8% | -0.5% | 0.1% | -5% | 11% | 10%
Cc1ccc(NC(=O)c2sccc2-n2cccc2)c(C)c1 | -8% | 4.1% | -2.0 | 84 | -3% | -0.1% | 0.1% | -3% | 5% | 3%
CCCCS(=O)Cc1ccccc1 (stereo unspecified) | -2% | 0.1% | 0.2 | 35 | -13% | -0.2% | 0.4% | 4% | -1% | -7%
O=C(O)CCC(=O)c1ccc2c(c1)OCCCO2 | -7% | -0.7% | -0.6 | 75 | 7% | 0.1% | -0.1% | -3% | 7% | -1%
CCOc1ccc(C(=O)Cn2cnnc2C#N)cc1 | 1% | -0.8% | -0.4 | 54 | -18% | 0.0% | -0.9% | 1% | 8% | -4%
Cc1cc(C)c(Cn2cnc(-c3ccc([N+](=O)[O-])cc3)c2)c(C)c1 | -6% | 1.3% | 5.5 | 47 | -16% | -0.1% | 0.3% | 0% | -4% | 9%
COc1ccc(CCNC(=O)c2ccc3c(c2)N(Cc2ccccc2)CCS3)cc1OC | -17% | -1.9% | 8.9 | 62 | -1% | 0.3% | 0.4% | 8% | 40% | 7%
CCOC(=O)CSc1nc2c(cnn2-c2ccc(F)cc2)c(=O)[nH]1 | -7% | 1.3% | 0.6 | 102 | 11% | 0.3% | 0.2% | 3% | 0% | -4%
COc1ccc(CNC(=O)CCSCc2ccccc2Cl)c(OC)c1 | 2% | -0.2% | -1.2 | 43 | 13% | -0.2% | 4.8% | 2% | -11% | 3%
COc1cc(O)oc1C=Nc1ccc(C(=O)O)cc1 | 2% | 0.1% | 0.7 | 72 | 4% | -0.2% | 0.1% | 8% | 6% | 8%
C[n+]1c2n(c3ccccc31)N=C(c1ccccc1)CS2 | -2%&2% | 1.7%&-1.2% | 1.2&0.1 | 41&78 | -1%&15% | -0.3%&-0.3% | -0.3%&0.3% | 0%&4% | -24%&-30% | -25%&16%
CNC(=O)COC(=O)c1c2c(nc3ccccc13)CCC2 | 15% | 9.6% | 0.2 | 61 | -6% | -0.2% | 1.2%[50 µM] | -8% | 30% | -12%
CCOc1nc2cnccc2n(CC(=O)Nc2cccc(C)c2)c1=O | 0% | -0.9% | 1.6 | 68 | 13% | 0.0% | 0.3% | -3% | 8% | 1%
Cc1ccc(NC(=O)CSCc2n[nH]c(=O)[nH]2)c(Br)c1 | / | 0.6% | 2.3 | 47 | 16% | 0.2% | 0.5% | 5% | 9% | 5%
Cc1cccc(N(C)S(=O)(=O)c2csc(C(N)=O)c2)c1 | 0% | -0.6% | -0.7 | 94 | -4% | -0.1% | 0.1% | -5% | 18% | -4%
Cc1[nH]c2ccc(-c3n[nH]c(=S)n3-c3ccc(Br)cc3)cc2c1C | -5% | 0.6% | 5.3 | 44 | 19% | -0.1% | 0.4% | 2% | 20% | 11%
Cc1ccc2ncnc(Nc3ccccc3)c2c1 | -7% | -0.9% | -1.7 | 54 | -14% | 0.3% | -0.7% | 0% | 8% | -29%
C/C(Cc1ccccc1)=N\NC(=O)CNC(=O)c1cccc(F)c1 | -2% | 0.2% | 2.5 | 67 | -22% | -0.2% | 2.1% | -2% | -5% | -7%
CCOC(=O)/C(N=O)=C(\O)C1CCN(C(=O)OCC)CC1 | -9% | -1.3% | -1.2 | 92 | 6% | -0.1% | -0.4% | 0% | -4% | 5%

Part of the list above, limited to GPR55 beta-arrestin.
SMILES,GPR55 beta-arrestin
COc1cc(O)oc1C=Nc1ccc(C(=O)O)cc1,-0.2%
CNC(=O)COC(=O)c1c2c(nc3ccccc13)CCC2,-0.2%
COc1ccc(CNC(=O)CCSCc2ccccc2Cl)c(OC)c1,-0.2%
